PGE2 EP2 inh = EP2 receptor (human) inhibition; P43116; C6 glioma cells expressing human EP2, cAMP TR-FRET; cells stimulated with saturating PGE2; inhibition, % at 25 µM; 260,000 tested, 0.52% active;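 active = percent inhibition above 40 after rounding to a whole number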;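 also: rat C6 glioma host cells with rolipram phosphodiesterase inhibitor present; the protocol text gives 20 µM as final concentration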
NPY1 pot ag = potentiators or agonists of human neuropeptide Y receptor Y1. P25929. NPY-Y1 expressing cells, potentiator/agonist activation. activation, % at 3.6 µM. 220,000 tested, 0.37% active. AID 1304; in the data active = activation above about 33%, passing the limit was not always enough;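 also: cells stimulated with NPY at EC10 then isoproterenol at EC100; 0% = low agonist plus stimulus and 100% = saturating agonist plus stimulus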
Target sequence (P25929 whole entry, looked up): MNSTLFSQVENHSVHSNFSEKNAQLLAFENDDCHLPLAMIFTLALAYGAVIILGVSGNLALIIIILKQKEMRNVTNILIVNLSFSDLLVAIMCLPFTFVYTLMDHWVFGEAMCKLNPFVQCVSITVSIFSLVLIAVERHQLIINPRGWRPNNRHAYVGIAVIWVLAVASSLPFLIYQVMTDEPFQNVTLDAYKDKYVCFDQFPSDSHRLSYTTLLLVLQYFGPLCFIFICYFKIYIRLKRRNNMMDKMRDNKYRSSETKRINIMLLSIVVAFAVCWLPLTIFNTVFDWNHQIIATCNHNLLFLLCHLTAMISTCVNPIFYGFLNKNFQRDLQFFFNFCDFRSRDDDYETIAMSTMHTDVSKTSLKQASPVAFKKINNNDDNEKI
EP2 modulator = modulators of human EP2 prostaglandin E2 receptor | P43116 | EP2-expressing cells, cAMP HTRF FRET, PGE2 co-stimulation | induction, % at 25 µM | 260,000 tested, 0.83% active | AID 940;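 active = compounds whose cAMP rise, as percent of the full-agonist control response, exceeds 60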;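 also: rat C6 glioma line stably carrying human EP2 under a CMV promoter; the protocol text gives 20 µM as final concentration; 100% = response of wells given 1 µM PGE2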
S1P4 antag = human S1P4 receptor antagonism. inhibition, % at 4.98 µM. S1P4-expressing cells, antagonist mode, reporter read-out. 220,000 tested, 0.26% active. AID 1510; in the data active = inhibition above about 29%;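 also: 0% = wells stimulated with agonist and 100% = vehicle wells without agonist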
Target sequence (O95977 whole entry, looked up): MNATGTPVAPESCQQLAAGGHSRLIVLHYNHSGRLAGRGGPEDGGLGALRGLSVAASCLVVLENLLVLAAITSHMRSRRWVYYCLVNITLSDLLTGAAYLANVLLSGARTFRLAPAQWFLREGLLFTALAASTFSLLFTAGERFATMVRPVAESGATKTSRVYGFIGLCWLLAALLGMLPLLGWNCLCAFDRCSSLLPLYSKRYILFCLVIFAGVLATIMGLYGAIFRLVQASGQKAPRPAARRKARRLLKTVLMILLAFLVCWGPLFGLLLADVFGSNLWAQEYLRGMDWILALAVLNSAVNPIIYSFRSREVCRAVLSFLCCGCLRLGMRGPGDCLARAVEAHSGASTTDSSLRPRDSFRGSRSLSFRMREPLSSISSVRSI
eIF4E 4G PPI = eIF4E/eIF4G interaction inhibition in translation initiation; TR-FRET eIF4E-eIF4GI(517-606) binding, 2 h; 220,000 tested, 0.37% active; inhibition, % at 21.7 µM; P63073+Q04637; AID 782;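 active = inhibition above about 30%, limit read from the data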;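 also: 0% = full FRET control wells and 100% = background wells lacking eIF4GI fragment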
S1P4 ag = human S1P4 receptor agonism | activation, % at 4.98 µM | S1P4-expressing cell line, agonist reporter assay | O95977 | 220,000 tested, 0.35% active; in the data active = activation above about 11%;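 also: 0% = DMSO vehicle and 100% = reference agonist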
p97 ATPase inh = blocks human p97 ATPase activity. P55072. recombinant p97 ATPase, Kinase-Glo ATP luminescence, 3 h. inhibition, % at 8 µM. 220,000 tested, 0.42% active. AID 1481; in the data active = inhibition above about 15%;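 also: 0% = DMSO vehicle and 100% = wells lacking enzyme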
NPY2 pot ag = potentiates or activates human NPY-Y2 receptor; activation, % at 3.6 µM; P49146; 220,000 tested, 0.45% active; cells expressing NPY-Y2, potentiator/agonist read-out; in the data active = activation above about 27%;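 also: cells stimulated with NPY near EC25 plus isoproterenol at EC100; 0% = vehicle plus submaximal agonist and 100% = vehicle plus saturating agonist; some results beyond the cut were filed as inactive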
NPY-Y1 antag = NPY-Y1 (human) receptor antagonism. HEK293-CNG Y1 cells, membrane potential fluorescence; NPY at EC95, then isoproterenol. 200,000 tested, 1% active. inhibition, % at 3.6 µM. P25929;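 active = inhibition above the campaign mean inhibition of all tested compounds plus 3 SD, cut at about 20% in these data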;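 also: 0% = DMSO wells given NPY plus isoproterenol and 100% = isoproterenol alone without NPY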
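material = HEK293 cells with Y1 receptor plus CNG channel | also added = NPY 25 nM then isoproterenol 1 µM plus Ro 20-1724 25 µM | schedule = dye 3 h, compound 60 min room temperature, stimulation 45 min | measured by = membrane potential fluorescence | benchmarks = high control isoproterenol alone, low control NPY with isoproterenol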
* = called active by the depositor; nt = no result given; & = joins results of further samples; [ ] = remark or other dose.

smiles	PGE2 EP2 inh	NPY1 pot ag	EP2 modulator	S1P4 antag	eIF4E 4G PPI	S1P4 ag	p97 ATPase inh	NPY2 pot ag	NPY-Y1 antag
CC(=O)N1CCc2cc(Br)cc(S(=O)(=O)N3CCCCCC3)c21	16.1	9.1	13.1	5.7	0.5	0.0	3.3	25.2	-0.9
O=C(OC(C(=O)NC1CCCC1)c1cccnc1)C1=Cc2ccccc2OC1 (stereo unspecified)	5.9	6.2	12.1	-3.1	1.8	-0.2	-1.1	-1.2	15.8
CCCCCCCCc1nc(SCC(C)=O)n[nH]1	4.0	-15.4	23.0	10.5	0.2	4.3	-5.7	-9.9	nt
COc1ccc(-c2nnn(CC(=O)N(CCN3CCOCC3)C(C(=O)NC3CCCC3)c3ccco3)n2)cc1 (stereo unspecified)	4.1	4.4	23.9	3.1	0.8	1.4	-3.9	-8.2	-0.8
O=c1[nH]cnc2c1sc1nc3c(c(-c4ccc(Cl)cc4)c12)CCC3	9.8	17.9	60.8*	-11.3	4.9	-2.0	0.9	-18.9	-1.3
O=C(Nc1nc2ccccc2s1)c1cc2c(s1)-c1ccccc1OC2	9.8	7.0	15.5	-1.7	-7.7	-0.8	2.0	-5.6	3.7
CCOC(=O)/C=C1\SCC(=O)N1CC(=O)NC1CCCCC1	10.1	-27.4	-4.9	-2.5	1.8	1.5	-5.3	-15.1	9.8
CN1/C(=C/C=C(C#N)C#N)C=Cc2ccccc21	31.2	21.0	-27.1	0.5	-11.7	-1.6	2.8	2.1	nt
COCCCN(CC(=O)Nc1ccc(N2CCOCC2)cc1)S(=O)(=O)c1ccc(C)cc1	2.5	2.8	24.5	-6.5	-1.6	1.1	0.9	11.9	-1.3
CCN(CC)C(=O)CN(c1ccc2c(c1)OCO2)S(C)(=O)=O	7.9&13.6	-2.5	-7.4&15.3	-9.9	-0.3	2.1	-4.3	-19.9	8.4
CN1N=C(/C=C/c2ccccc2)CCC1=O	4.5	17.1	-13.6	-9.9	1.4	1.9	5.7	10.0	4.6
Cc1ccc(C)c(NC(=O)C(Sc2nc3ccccc3c(=O)n2CC(C)C)c2ccccc2)c1 (stereo unspecified)	7.6	24.4	-3.0	-5.0	17.9[fluorescence artefact?]	2.6	0.0	-3.9	-2.7
CCOC(=O)c1[nH]c(C(=O)O)c(OC(=O)CC)c1C	8.0	5.5	1.1	2.5	2.2	0.8	5.9	5.2	nt
CN(C(=O)c1cnccn1)c1nnc(-c2cnccn2)s1	11.6&13.6	-2.7	-4.5&-9.9	-10.6	-5.0	1.4	7.5	12.9	-0.2
O=C(Nc1ccc2c(c1)OCO2)c1ccc(Br)o1	5.2	1.9	-10.9	0.7	-8.1	-0.6	-4.8	-13.1	-1.4
CCN(CC)C(=O)CSc1nnc(CNc2ccc(F)cc2)n1-c1ccccc1	nt	-13.9	15.1	-14.2	2.2	-1.4	1.8	0.9	-2.4
CCOc1cc(C(=O)OCC(=O)c2cc(C)n(CC3CCCO3)c2C)ccc1OCC(=O)N1CCOCC1 (stereo unspecified)	7.9	19.0	10.0	-5.6	1.9	0.7	-1.3	1.6	-2.0
O=C(O)c1ccc(NC(=S)NC(NC(=O)c2ccco2)C(Cl)(Cl)Cl)cc1 (stereo unspecified)	0.9	-4.9	13.1	-10.3	-0.2[fluorescence artefact?]	1.9	-4.6	6.1	3.6
COc1ccc2c(C(=O)CN(C)C3CCCCC3)c[nH]c2c1	6.2	-13.4	-19.8	-11.8	-1.4	0.7	9.1	-7.6	-0.3
CCCOC(=O)c1ccc(NC(=O)c2c(Cl)ccc(Cl)c2OC)cc1	10.8	-27.8	29.6	-11.4	-8.9	0.2	-5.8	-20.0	8.9
O=S(NC1CCCCC1)C12CC3CC(CC(C3)C1)C2 (stereo unspecified)	4.2	-6.1	24.3	3.7	11.5	-1.5	-0.7	0.8	-2.9
CCO[C@H]1OC(C(=O)NCc2nc3ccccc3[nH]2)=C[C@@H](c2ccc(C(F)(F)F)cc2)[C@@H]1CCCO	8.0	8.6	-21.8	13.6	0.2	-0.8	4.0	6.3	-2.3
CCOC(=O)C(Cc1ccccc1)NC(=O)CCc1c(C)nc2ncnn2c1C (stereo unspecified)	2.3	12.6	32.0	1.4	0.8	-0.2	3.5	3.5	-0.9
O=S(=O)(Nc1nc2ccccc2nc1N1CCN(c2ccccn2)CC1)c1ccc(Cl)cc1	18.1	22.8	-12.2	-6.9	1.3	1.0	-4.5	1.2	10.2
O=C(O)c1ccccc1/C=N/Nc1ccc(S(=O)(=O)N2CCCC2)cc1[N+](=O)[O-]	6.9	7.8	10.3	-8.8	5.1	1.1	-0.2	-3.3	nt
O=C(COC(=O)c1cc(Cl)cc(Cl)c1)NCCN1C(=O)CSC1=O	1.7	-0.2	10.0	-0.1	6.5	1.8	-0.5	-1.7	6.3
CCn1c(=O)c(-c2ccccc2)c(O)c2ccccc21	6.9	-15.9	17.5	-28.2	5.8	-2.8	0.5	-8.1	4.2
Cc1ccc(/C([O-])=C(/C(=S)NCc2ccco2)[n+]2ccccc2)cc1	4.8	-13.9	-4.7	3.7	5.7	-1.9	1.6	14.3	-7.2
CCOc1ccc(CN2CCN(Cc3cnn(CC)c3C)CC2CCO)cc1 (stereo unspecified)	6.3	3.6	-26.3	5.3	0.5	1.1	3.6	5.3	0.0
CC(C)C(NS(=O)(=O)c1cccs1)C(=O)N1CCc2ccccc2C1 (stereo unspecified)	10.6	5.4	26.7	-12.3	0.7[fluorescence artefact?]	0.0	-6.2	-12.1	2.5
Cc1cccc(Nc2nc3ccccc3n3nnnc23)c1	4.1	-12.1	-26.6	-5.2	1.7	0.6	3.2	1.3	12.4
CCCCn1c(N2CCC(Cc3ccccc3)CC2)nc2c1c(=O)[nH]c(=O)n2C	11.6	-22.0	21.6	-6.0	-1.0	0.3	-2.7	4.4	-2.5
CCOc1ccc(/C=N/NC(=S)NC2CC3CCC2C3)cc1 (stereo unspecified)	8.5	-0.6	-8.1	3.1	7.0	-0.1	3.8	0.4	nt
O=C1CC(c2ccco2)Cc2nc(Nc3nc(-c4ccccc4)c4ccccc4n3)ncc21 (stereo unspecified)	nt	-1.5	21.2	-4.1	-6.7	-2.2	4.1	5.2	2.1
CCOc1ccc(-c2csc(N)c2C(=O)OC)cc1	13.3	-11.7	25.4	1.6	24.5	1.2	-7.5	0.2	-0.3
O=C(CSc1nc2ccccc2s1)NC(=O)NCc1ccco1	3.7	16.2	-10.4	-3.1	-1.7	1.0	4.3	1.9	-4.9
CCc1c(C)nc2c(C#N)c(C)[nH]n2c1=O	8.8&11.8	-34.7	-4.2&34.6	-13.7	-3.6	-0.2	-0.7	-17.3	6.2
O=C(Nc1cccc(C(F)(F)F)c1)C(Sc1n[nH]c(=O)[nH]c1=O)c1ccccc1 (stereo unspecified)	9.8	8.0	15.4	14.2	1.0	0.4	4.2	20.6	nt
O=C(/C=C/c1ccc2c(c1)OCO2)Nc1cccnc1	7.5	-0.4	-38.8	1.5	1.3	1.2	0.4	-11.3	3.1
COc1cc(/C=N/NC(=O)C(C)n2nnc3ccccc32)ccc1O (stereo unspecified)	12.1	-7.9	-18.4	-11.6	9.4	-0.9	-3.3	-4.8	4.2

In the list so far, two contain a CF3 group.
smiles	PGE2 EP2 inh	NPY1 pot ag	EP2 modulator	S1P4 antag	eIF4E 4G PPI	S1P4 ag	p97 ATPase inh	NPY2 pot ag	NPY-Y1 antag
CCO[C@H]1OC(C(=O)NCc2nc3ccccc3[nH]2)=C[C@@H](c2ccc(C(F)(F)F)cc2)[C@@H]1CCCO	8.0	8.6	-21.8	13.6	0.2	-0.8	4.0	6.3	-2.3
O=C(Nc1cccc(C(F)(F)F)c1)C(Sc1n[nH]c(=O)[nH]c1=O)c1ccccc1 (stereo unspecified)	9.8	8.0	15.4	14.2	1.0	0.4	4.2	20.6	nt

Next part.
smiles	PGE2 EP2 inh	NPY1 pot ag	EP2 modulator	S1P4 antag	eIF4E 4G PPI	S1P4 ag	p97 ATPase inh	NPY2 pot ag	NPY-Y1 antag
N/C(=N\OC(=O)c1cccc(Cl)c1)c1ccccn1	10.4	-12.5	-23.6	2.3	-3.4	-0.7	-17.8	12.2	1.8
O=C(O)CCCNS(=O)(=O)/C=C/c1ccccc1	6.5	5.2	14.6	-5.0	1.7	0.4	1.6	9.6	-4.9
CSc1nnc(C)c(=O)n1COC(=O)c1ccc(S(=O)(=O)N(C)C)cc1	9.7	10.0	21.1	-2.2	3.0	0.7	4.2	0.4	-0.4
CC(=O)c1c(CC(=O)O)[nH]n(-c2nc3ccccc3s2)c1=O	4.5	-5.3	14.6	-10.7	nt	0.2	-12.9	-4.0	1.6
COc1ccc(CNC(=O)C2CCCN2C)cc1OC (stereo unspecified)	5.5	-0.7	-8.4	10.8	-11.6	0.3	-3.2	6.0	nt
COc1ccc(Cc2c(O)nc(SC)n(C(C)=O)c2=O)cc1	8.6	19.0	13.0	-10.5	1.7[fluorescence artefact?]	1.5	4.5	15.7	-3.0
COc1cc2c(cc1NC(=O)CSc1nnc(Cc3cccs3)n1Cc1ccco1)oc1ccccc12	8.9	-22.6	1.9	-6.8	-16.1	-0.8	9.6	6.1	-4.3
Nc1nc(SCc2ccc(Cl)cc2Cl)ns1	2.8	-12.9	10.7	-19.4	2.8[fluorescence artefact?]	-0.3	1.3	11.0	4.0
O=[N+]([O-])c1cccc(/C=N/n2c(C3CCCCC3)n[nH]c2=S)c1	4.3	-8.1	28.2	-13.8	-2.4[fluorescence artefact?]	2.0	-4.7	-3.7	7.9
COc1cccc(C(=O)NCC(=O)N/N=C/c2cccc(OC(=O)c3ccc([N+](=O)[O-])cc3)c2)c1	5.9	17.9	-10.9	-0.9	-5.0	0.6	4.8	1.7	0.9
Cc1cccc(NC(=O)c2sc(-c3ccccc3)nc2-c2ccc([N+](=O)[O-])cc2)c1	3.1	-0.6	8.9	-12.8	-0.4[fluorescence artefact?]	-1.3	8.2	8.5	4.4
Cc1cc(C(C)(C)C)ccc1OCCCCN1CCCC1	2.5	-28.3	-43.6	-9.8	16.8	0.0	2.4	-4.4	12.1
CC(CN1CCN(C)CC1)OC(=O)c1ccc(Cl)cc1 (stereo unspecified)	9.2	-2.1	1.4	5.7	0.0[fluorescence artefact?]	-0.5	4.4	2.7	7.8
O=C(CCSc1ccc(Cl)cc1)c1cccs1	9.4	14.2	-11.9	-7.5	-0.9	-1.0	4.5	14.4	5.1
O=C(CCCOc1ccccc1)N1CCCc2ccccc21	4.1	-1.1	6.1	-3.0	-3.2[fluorescence artefact?]	0.0	-12.1	-2.1	1.1
Cc1noc(C)c1C(=O)N1CCCC1	4.3	-3.0	25.8	6.0	-0.7[fluorescence artefact?]	1.3	-3.2	-0.8	8.1
Cc1ccccc1-n1nc2c(c1NC(=O)c1cccc(F)c1)CS(=O)C2 (stereo unspecified)	10.4	2.6	-11.2	10.0	-9.4	1.1	2.7	2.3	-2.9
O=P(CCCCCCCCCP(=O)(c1ccccc1)c1ccccc1)(c1ccccc1)c1ccccc1	8.1	27.3	19.6	-13.3	-7.2	0.6	-8.9	-15.6	-6.9
O=C(CCc1ccc(Oc2cc([N+](=O)[O-])cc([N+](=O)[O-])c2)cc1)NC1CCCC1	19.5	-17.9	1.7	-19.0	5.8	0.5	-5.8	8.3	5.2
COc1ccc(C(=O)NC2CCN(S(=O)(=O)Cc3ccccc3)CC2)c(OC)c1	4.2	-0.9	-20.9	-12.7	2.1	1.6	-5.5	-16.9	3.4

Bioassay records from PubChem BioAssay.

An excerpt; rates above refer to the full screens.
